Eya2 phos inh = inhibitors of human Eya2 phosphatase activity; O00167; recombinant Eya2, OMFP fluorescence dephosphorylation (OMFP is methylfluorescein phosphate); Potency, µM (top dose mostly 76.9 µM), for inactives: top-dose activity, negative = inhibition, most hits filed as inhibitors; hit rate 0.006% among 330,000; AID 488837; note: potency is the fitted concentration of half-maximal effect; % is set by controls: 0 for no effect and ±100 for the full control effect
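Eya2 (0.2 uM) preincubated 10 min at ambient with compound, then OMFP substrate added at 50 uM; 10 min reaction in 50 mM HEPES pH 7.5, 50 mM NaCl, 5 uM MgCl2, 0.05% BSA, 1 mM DTT. Fluorescence read at Ex 485/Em 525 nm.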
S-ASM inh = blocks human secretory acid sphingomyelinase | P17405 | placental ASM, HMU-PC fluorogenic substrate, 60 min | Potency, µM (top dose mostly 57.5 µM), for inactives: at the highest dose activity change, negative = inhibition, most hits filed as inhibitors | hit rate 0.006% among 340,000; note: potency is the fitted concentration of half-maximal effect
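qHTS format. ASM enzyme prepared from human placenta hydrolyses the fluorogenic substrate HMU-PC0 (9 uM final) over 60 min at 37 °C after a 10 min compound preincubation.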
BRCA1 expr act = BRCA1 expression activation | hit rate 1.1% among 380,000 | MCF7-BRCA1-FFLuc reporter, luminescence, 48 h; response scale: scaled: vehicle 0%, 10 µM genistein 100% | Potency, µM (doses to about 46.1 µM), without a hit: at the highest dose activation, most hits filed as activators; note: potency is the fitted concentration of half-maximal effect; nearly all actives have a fitted effect of over 80% in size; some results filed as inactive show a strong effect at the top dose
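Cells: MCF7-BRCA1-FFLuc, 2000/well. Exposure: 48 h, 37 °C, 5% CO2. Read: luminescence, 15 min post-substrate. Controls: genistein 10 microM (maximal activation), DMSO (neutral).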
B2AR arrestin = recruits beta-arrestin to the human beta2-adrenergic receptor; hit rate 0.02% among 330,000; beta-arrestin recruitment to beta2AR, cell-based reporter; P07550; Potency, µM (series often up to 46.1 µM), for the others: top-dose activation, hits mostly activators;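 note: potency is the fitted concentration of half-maximal effect; 0% = DMSO controls and full agonism = EC100 isoproterenol or metaproterenol; nearly all actives have a fitted effect of over 65% in size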
TRPV1 ag = activates the human vanilloid receptor TRPV1 | TRPV1-expressing cells, Fluo-8 calcium influx, agonist mode | activation, % at 8.33 µM | hit rate 0.19% among 320,000 | Q8NER1; in the data active = activation above about 80%; inconclusive = between about 30% and that limit; note: 0% is about no effect
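Fluo-8 calcium influx in TRPV1-expressing cells, kinetic read (ex 480/em 520 nm). Compound added and read 3 min for agonist activity, followed by capsaicin at EC20 final and 2 min further read for enhancement.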
uPA surface inh = blocks generation of uPA at the cell surface; cell surface uPA generation assay, qHTS; Potency, µM (top dose mostly 38.3 µM), without a hit: top-dose activity change, negative = inhibition, hits mostly inhibitors; hit rate 0.31% among 330,000; AID 540303; active = well fitted inhibition curve with a large enough effect; inconclusive = small, poorly fitted or top-dose-only effect; inactive = no such curve, though single readings can be large or run the other way; tested in mouse RAW 264.7 cells; note: potency is the fitted concentration of half-maximal effect; % is set by controls: 0 for no effect and ±100 for the full control effect; nearly all actives have a fitted effect of over 55% in size
p53 reactivation = re-activators of mutant p53; H1299 p53-A138V BP100-luciferase reporter, luminescence, 24 h; Potency, µM (doses to about 92.2 µM), for inactives: top-dose activity change, positive = activation, most hits filed as activators; hit rate 0.063% among 320,000; note: potency is the fitted concentration of half-maximal effect; % of control where 0% means no effect; nearly all actives have a fitted effect of over 45% in size
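p53-null H1299 cells stably carrying temperature-sensitive p53-A138V and a BP100-luciferase reporter were pinned with compounds (4-point, 1:5 series) and held 24 hrs at 37 deg C. Luminescence was read 10 min after detection reagent.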
a7 integrin act = activators of alpha7 integrin expression for muscular dystrophy; alpha7betagal myoblasts, beta-gal FDG fluorescence, 48 h; Potency, µM (top dose mostly 38.3 µM), for the others: at the top dose activation, usual class: activators; hit rate 0.064% among 350,000; AID 624291;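 note: potency is the fitted concentration of half-maximal effect; 100% = response of the positive control SU9516; nearly all actives have a fitted effect of over 60% in size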
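alpha7betagal+/- myoblasts (passage 13, 250/well) treated 48 h at 37C with compounds at 1:260 dilution of DMSO stock. Lysed, then beta-galactosidase activity read as FDG fluorescence (ex 480/em 540) after 30 min, with pre-read for autofluorescence.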
USP2a block = inhibitors of human ubiquitin-specific protease USP2a | USP2 core, Ub-CHOP2 coupled fluorogenic reporter, 485/531 | Potency, µM (titrated, usually from 38.3 µM), for inactives: at the highest dose activity change, negative = inhibition, usual class: inhibitors | hit rate 0.01% among 330,000 | O75604;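 note: potency is the fitted concentration of half-maximal effect; plate controls were DMSO wells for no effect and full inhibition by NEM control for full effect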
Target sequence (O75604 whole entry, looked up): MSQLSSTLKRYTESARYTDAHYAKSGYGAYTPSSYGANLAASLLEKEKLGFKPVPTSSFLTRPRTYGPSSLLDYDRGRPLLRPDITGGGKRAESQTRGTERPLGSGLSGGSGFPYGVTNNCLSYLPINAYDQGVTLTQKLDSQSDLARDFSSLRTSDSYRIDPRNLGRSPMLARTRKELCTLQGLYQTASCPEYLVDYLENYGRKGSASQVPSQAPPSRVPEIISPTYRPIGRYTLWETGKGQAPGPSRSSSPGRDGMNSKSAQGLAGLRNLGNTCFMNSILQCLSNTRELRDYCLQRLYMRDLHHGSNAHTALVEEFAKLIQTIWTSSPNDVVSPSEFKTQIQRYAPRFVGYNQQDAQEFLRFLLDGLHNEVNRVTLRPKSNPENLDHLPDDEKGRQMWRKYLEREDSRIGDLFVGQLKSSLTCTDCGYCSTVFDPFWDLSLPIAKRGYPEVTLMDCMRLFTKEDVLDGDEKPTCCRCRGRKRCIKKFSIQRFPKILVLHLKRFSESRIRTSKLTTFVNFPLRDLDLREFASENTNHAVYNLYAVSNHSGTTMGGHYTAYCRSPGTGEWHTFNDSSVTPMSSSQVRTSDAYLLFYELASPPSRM
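Cell-free coupled assay: 10nM USP2 core preincubated 30min RT with compound in Tris-HCl pH 8.0/CaCl2/CHAPS buffer, then 25nM Ub-CHOP2 and 25nM reporter substrate; fluorescence (Ex 485/Em 531) read after 60min RT, normalized to NEM inhibition, concentration-response curves fitted.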
ELG1 genotox = inducers of genotoxicity in HEK293T ELG1-luciferase cells. hit rate 1.3% among 330,000. HEK293T ELG1-luciferase reporter, luminescence, 16 h. Potency, µM (doses to about 46 µM), for the others: at the top dose activity change, positive = activation, actives largely listed as activators; note: potency is the fitted concentration of half-maximal effect; % of control where 0% means no effect; nearly all actives have a fitted effect of over 60% in size
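Reporter readout depends on ELG1 protein level, which increases with genetic stress. After 16 hr compound exposure at 37 °C, luciferase activity was quantified using ONE-Glo.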
TSG101-PTAP inh = blocks PTAP/TSG101 interaction to inhibit HIV-1 budding; Q99816; Fluorescence polarization, FITC-PTAP peptide / Tsg101 binding; Potency, µM (series often up to 115 µM), without a hit: at the top dose activity change, negative = inhibition, hits mostly inhibitors; 340,000 tested, under 10 active; AID 493005; active = well fitted inhibition curve with a large enough effect in the main read-out, with a control signal flat, not every such curve was filed as active; inconclusive = small, poorly fitted or top-dose-only effect, or effect the other way, or a change in a side signal; inactive = no such curve, though single readings can be large or run the other way; note: potency is the fitted concentration of half-maximal effect; % of control where 0% means no effect
Target sequence (Q99816 whole entry, looked up): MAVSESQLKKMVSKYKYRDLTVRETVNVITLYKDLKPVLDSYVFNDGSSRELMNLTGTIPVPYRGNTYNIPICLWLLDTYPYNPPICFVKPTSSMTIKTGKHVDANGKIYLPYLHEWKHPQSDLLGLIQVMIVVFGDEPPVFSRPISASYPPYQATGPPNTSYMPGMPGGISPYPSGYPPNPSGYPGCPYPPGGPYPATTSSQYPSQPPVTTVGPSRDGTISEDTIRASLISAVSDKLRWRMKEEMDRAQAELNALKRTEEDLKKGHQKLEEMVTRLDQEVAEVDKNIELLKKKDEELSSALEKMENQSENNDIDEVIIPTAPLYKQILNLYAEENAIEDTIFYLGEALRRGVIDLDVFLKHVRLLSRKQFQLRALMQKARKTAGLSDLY
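Steps: Tsg101 binding domain dispensed (10 uM final), compounds pinned in DMSO, FITC-labeled PTAP-motif peptide added (50 nM final); after 20 min binding at room temperature, polarization measured.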
Starred values were filed as active, the others as inactive; u = inconclusive; x = no result given; & = joins results of further samples; [ ] = dose if it differs, or a comment. Unless noted, calls come from the whole dose curve; as a rule, active = well fitted curve in the direction sought with a large enough effect; inconclusive = small, poorly fitted or top-dose-only effect, or another doubt; inactive = no such curve, though single readings can be large; an effect the other way counts as inactive or inconclusive.

SMILES	Eya2 phos inh	S-ASM inh	BRCA1 expr act	B2AR arrestin	TRPV1 ag	uPA surface inh	p53 reactivation	a7 integrin act	USP2a block	ELG1 genotox	TSG101-PTAP inh
CCN=C1SC(CC(=O)Nc2ccc(C)cc2)C(=O)N1CC (stereo unspecified)	10%	-1%	0%	-0.2%	6	3%	-1%	-3%	3%	-6%	2%
O=C(Nc1ccc(F)cc1F)Nc1csc2ccccc12	u	-12%	70%	-0.5%	u	2%	24%	-12%	2%	0%	-2%
Cc1cccc2c1NC(=O)C21N2CCCC2C(C(=O)c2ccc3ccccc3c2)C12C(=O)Nc1ccccc12 (stereo unspecified)	23%	-10%	0%	-0.6%	13	-11%	3%	15%	-1%	-3%	-4%
COc1cccc(NC(=O)CN(C)C(=O)c2ccc3c(c2)S(=O)(=O)N=C2CCCCCN23)c1	16%	3%	-6%	-1.7%	0	6%	-7%	-2%	0%	0%	0%
COCCNC(=O)C(c1ccc(F)cc1)N(Cc1ccccc1)C(=O)CCC(=O)Nc1nccs1 (stereo unspecified)	13%	-2%	-1%	-0.9%	-2	4%	-1%	1%	1%	-4%	-2%
CC(C)N(C(C)C)S(=O)(=O)c1ccc(NC(=O)c2cnccn2)cc1	-9%	-3%	5%	-0.6%	u	-4%	x	-18%	-1%	0%	1%
Cc1ccc(/C=N/Nc2nnc(Cc3ccccc3)c(=O)[nH]2)o1	10%	4%	-2%	-0.5%	1	2%	1%	10%	0%	3%	0%
COc1ccc(CN2CCN(C(=O)c3cccc4ccccc34)CC2)c(OC)c1OC	0%	2%	-10%	0.3%	-1	2%	2%	u	-10%	-1%	-2%
CCN(CC)C(=O)c1[nH]cnc1C(=O)N[C@@H](C)C(=O)OCc1ccccc1	1%	-2%	7%	0.3%	2	-1%	-3%	0%	1%	1%	0%
O=C(NCC1(N2CCCCC2)CCCCC1)c1ccc(S(=O)(=O)N2CCCC2)cc1	-5%	2%	0%	0.2%	2	2%	10%	10%	0%	2%	-4%
CCCCOC(=O)Nc1ccc(N2CCCCC2)cc1	-7%	0%	u	-1.2%	x	-4%	5%	21%	-2%	u	-5%
O=C(NCc1cccs1)NC1CCCCC1	0%	0%	44%	-0.5%	7	-2%	u	8%	3%	u	-2%
Cc1cc(C(=O)Nc2ccccc2C(=O)O)ccc1NC(=O)COc1cccc([N+](=O)[O-])c1	5%	0%	11%	0.1%	-3	-2%	1%	20%	-4%	3%	-4%
O=C(O)CP(=O)(O)O	4%&-3%	3%	16%&7%	-3.1%	-2	22%	4%	x	0%	2%	-1%
c1cncc(-c2nn[nH]n2)c1	1%	8%	3%	0.0%	0	1%	-4%	12%	0%	3%	2%
COc1ccc(-c2csc(CCn3nc(C)cc3C)n2)cc1	-7%	0%	57%	0.0%	-3	-3%	0%	-20%	-1%	-3%	1%
O=C(Nc1ncc(S(=O)(=O)c2ccc([N+](=O)[O-])cc2)s1)c1cccnc1	11%	-4%	-1%	-0.6%	3	-7%	14%	0%	2%	1%	-5%
COc1ccc(-n2c(Cc3cccn3C)nnc2SCC(=O)N2CCOCC2)cc1	2%	1%	4%	0.1%	1	3%	-5%	-17%	0%	-1%	4%
COc1ccc(NC2=CC(=O)CC(c3ccc(C)cc3)C2)c(OC)c1 (stereo unspecified)	x	-4%	0%	x	x	-1%	x	-12%	x	x	-2%
Cc1cc(C(=O)N(C)CC(=O)Nc2cccc(F)c2)no1	-11%	6%	15%	0.3%	3	0%	-3%	5%	-1%	-2%	-9%
CCN(CC)c1nc(C(N)=O)cc(-c2ccccc2)n1	-9%	9%	-1%	-0.1%	u	3%	-10%	-5%	-8%	-6%	-2%
O=C(N/N=C/c1c[nH]c2ccccc12)c1cccs1	-10%	-3%	32%	-0.4%	0	-10%	5%	u	3%	23µM*	1%
COc1cc(OC)cc(C(=O)Nc2ccc(C(=O)NCC3CCCO3)cc2)c1 (stereo unspecified)	0%	-2%	1%	-0.2%	1	2%	x	18%	1%	-3%	2%
COc1cccc(/C=C2\SC(N3CCC(C)CC3)=NC2=O)c1OC	u	6%	46%	-0.5%	93*	-18%	2%	-5%	0%	9%	-5%
CCCCCn1c(CN2CCN(Cc3ccccc3)CC2)nc2c1c(=O)n(C)c(=O)n2C	2%	2%	-31%	0.0%	7	5%	-4%	-13%	-5%	-7%	-8%
COc1ccc(C(=O)c2ccc(C)cc2)c(OC)c1OC	x	0%	-61%	x	x	-11%	x	-31%[inhibitor]	x	x	-2%
Oc1ccc(Nc2nc(-c3ccccc3)nc3ccccc23)cc1	16%	0%	-42%	-0.9%	u	2%	-1%	u	-7%	-6%	-1%
COc1ccc(S(=O)(=O)NCc2ccc(C(=O)N(C)Cc3ccco3)cc2)cc1	0%	-3%	-9%	5.0%	2	-8%	-2%	2%	-2%	2%	1%
O=C(Nc1ccccn1)C1CCN(S(=O)(=O)c2ccc3c(c2)OCCCO3)CC1	-2%	0%	-7%	-0.8%	0	3%	-1%	25%	1%	3%	-1%
COc1ccc(Cl)cc1NS(=O)(=O)c1cccc(C(=O)NCC2(N(C)C)CCCCC2)c1	-9%	0%	-19%	0.2%	-1	-7%	21%	-1%	2%	1%	0%
O=C(/C=C/c1ccco1)NC1CCCC1	u	1%	33%	-0.2%	0	-4%	2%	15%	1%	1%	-2%
COc1ccc(CNC(=O)C2CC(c3ccc(OC)cc3)=NO2)cc1 (stereo unspecified)	-15%	3%	-7%	-0.2%	11	-9%	-11%	-1%	2%	-1%	x
c1ccc(COc2ccc(CNCc3cccs3)cc2)cc1	-7%	-2%	29%	2.4%	-1	x	6%	-27%	2%	3%	-1%
CCCn1c(SCC(=O)NCc2ccc(Cl)cc2)n[nH]c1=O	7%	10%	-13%	-0.9%	14	1%	1%	8%	2%	0%	0%
COc1cccc(CNC(=O)Cn2ccc3cc(S(=O)(=O)N4CCCCCC4)ccc32)c1OC	-4%	-1%	-10%	-0.1%	4	u	-5%	u	-2%	-10%	0%
CC(C)NC(=S)N1CCN(Cc2ccc3c(c2)OCO3)CC1	-8%	1%	-1%	-0.8%	5	-1%	-2%	-11%	1%	0%	-3%
CCC(C)[C@H](NS(=O)(=O)c1ccc(C)cc1)C(=O)N1CCC(C(=O)N[C@H](C(=O)O)c2ccccc2)CC1 (stereo partly specified)	4%	-1%	2%	-1.1%	1	1%	7%	1%	0%	4%	0%
COc1ccccc1CN1CC(C(=O)NCc2ncccc2C)CCC1=O (stereo unspecified)	-10%	1%	12%	0.4%	3	2%	-11%	-6%	1%	6%	-4%
O=C(c1ccccc1)c1cnc[nH]1	5%	-1%	32%	-0.8%	-4	3%	9%	-22%	-1%	1%	-5%
Cc1cc(=O)oc(C)c1C(=O)N1CCN(C)CC1	4%	6%	2%	-0.1%	0	3%	1%	3%	0%	0%	0%
Cc1cccc(C)c1NC(=O)CCS(=O)(=O)c1cccc2nonc12	4%	2%	-24%	-0.5%	-12	-3%	-5%	-2%	6%	-5%	3%
Cc1cc(-c2ccc(C)c(S(=O)(=O)Nc3cc(C)on3)c2)on1	8%	-7%	-1%	0.5%	1	6%	1%	-7%	3%	1%	-6%
O=C(c1cc(Br)c[nH]1)N1CCCCC1	8%	1%	-10%	0.2%	13	-16%	-3%	-24%	3%	2%	-5%
Cc1ccc2cc(CCNC(=O)C(C)(C)C)c(=O)[nH]c2c1	0%	-1%	-1%	0.1%	9	12%	8%	-1%	-1%	0%	1%
O=C(CN1C(=O)C2CC=CCC2C1=O)N1CCN(S(=O)(=O)c2ccccc2)CC1 (stereo unspecified)	-20%	4%	-1%	0.1%	x	-1%	2%	u	3%	1%	0%
CCOC(=O)N1CCC2(CC1)C(C(=O)C13CC4CC(CC(C4)C1)C3)C2(C#N)C#N (stereo unspecified)	-4%	27%	-35%	-0.2%	27	-5%	-2%	-22%	2%	-17%	-12%
O=C(Nc1ccc(F)cc1)Oc1ccc[nH]c1=O	13%	3%	60%	-0.5%	u	16%	5%	-6%	6%	12%	-2%
O=C(c1ccc(F)cc1)c1c[nH]c(C(=O)NCc2cccnc2)c1	-26%	2%	-56%	-0.9%	2	1%	6%	1%	1%	-9%	-5%

Quoted at random: 2 records from the list.
SMILES	Eya2 phos inh	S-ASM inh	BRCA1 expr act	B2AR arrestin	TRPV1 ag	uPA surface inh	p53 reactivation	a7 integrin act	USP2a block	ELG1 genotox	TSG101-PTAP inh
O=C(c1ccccc1)c1cnc[nH]1	5%	-1%	32%	-0.8%	-4	3%	9%	-22%	-1%	1%	-5%
O=C(c1cc(Br)c[nH]1)N1CCCCC1	8%	1%	-10%	0.2%	13	-16%	-3%	-24%	3%	2%	-5%

Compound activity as filed in PubChem.
